HCV NS3 hel inh: HCV NS3 helicase inhibition; 0.56% of 290,000 active; inhibition, % at 10.9 µM; AID 1800; NS3 helicase DNA unwinding, Cy5 molecular beacon fluorescence;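 active = inhibition above the mean of all tested compounds plus 3 SD, set per campaign, cut at about 35% in these data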;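 also: 0% = DMSO wells and 100% = thioflavine S control wells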
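Compound dosing – single dose, 10.9 µM nominal final, DMSO 0.8% final · System – NS3 helicase fragment of HCV · Buffer or medium – MOPS pH 6.5, MgCl2, DTT, Tween20, BSA · Signal – Cy5 beacon fluorescence read at start and 1 h · Also added – annealed dual-labelled DNA beacon duplex, ATP-started · Schedule – 1 h at 25 °C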
IMP-1 inh: inhibitors of Pseudomonas aeruginosa IMP-1 metallo-beta-lactamase; purified IMP-1, nitrocefin hydrolysis, epi-absorbance fluorescence; inhibition, % at 5.6 µM; 0.45% of 290,000 active;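 active = inhibition above the mean plus 3 SD of all compounds in the same screening run, cut at about 4.5% in these data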;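 also: 0% = IMP-1 with DMSO and 100% = DMSO wells lacking enzyme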
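Assay system: purified IMP-1; Quantity: IMP-1 0.2 nM before substrate addition; Medium: HEPES buffer pH 7.1 with ZnSO4 and Brij 35; Incubation: 15 min enzyme–compound preincubation, then 25 min nitrocefin reaction, 25 °C; Signal: fluorescence quenching readout, ex 480/em 530 nm; Controls: DMSO with and without IMP-1; Repeats: singlicate testing.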
GalR3 antagonist: antagonists of human GalR3; AID 651719; O60755; HEK293 GalR3-CNG cAMP membrane potential fluorescence; galR3 body fused to GalR1 C-terminus; 0.44% of 360,000 active; inhibition, % at 3 µM;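 active = inhibition above the screen-wide average plus 3 SD, cut at about 13% in these data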;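 also: forskolin and galanin both at EC90 stimulate the cells; cAMP rise reported by CNG channel membrane potential dye signal; 0% = forskolin plus galanin with DMSO and 100% = forskolin alone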
Target sequence (O60755 1-299 limits assumed): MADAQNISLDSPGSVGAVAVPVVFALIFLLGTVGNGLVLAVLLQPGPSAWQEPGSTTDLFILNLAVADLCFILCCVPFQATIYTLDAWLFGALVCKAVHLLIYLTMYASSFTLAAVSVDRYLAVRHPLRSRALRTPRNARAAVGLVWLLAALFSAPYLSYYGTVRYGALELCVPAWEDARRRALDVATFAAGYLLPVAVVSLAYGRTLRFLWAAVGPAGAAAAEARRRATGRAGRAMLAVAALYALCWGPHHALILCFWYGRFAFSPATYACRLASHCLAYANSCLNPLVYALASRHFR
VIM-2 inhibitor: inhibitors of Pseudomonas aeruginosa VIM-2 metallo-beta-lactamase | purified VIM-2, nitrocefin hydrolysis, epi-absorbance fluorescence | inhibition, % at 5.6 µM | 0.89% of 290,000 active;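 active = inhibition above the mean of all tested compounds plus 3 SD, cutoff set per screening run, cut at about 7.5% in these data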;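 also: red hydrolysis product quenches plate fluorescence so inhibitors raise well fluorescence; 0% = enzyme with DMSO and 100% = DMSO without enzyme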
CRFBP-R2 block: antagonists of CRF-binding protein/CRF-R2 receptor complex | HEK293 CRF-R2/CRF-BP, CRF-induced calcium fluorescence | inhibition, % at 11.8 µM | 0.59% of 350,000 active;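 active = inhibition of the ligand-induced calcium signal above about 50% at the single tested concentration, limit read from the data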
UBC9 SUMO inh: SUMOylation inhibition; 0.36% of 290,000 active; AID 2006; HTRF SUMOylation assay, SAE1/SAE2 + UBC9, in vitro; inhibition, % at 35 µM; P63279; in the data active = inhibition above about 50%, passing the limit was not always enough; also: strong numbers were not always called active
Target sequence (P63279 whole entry, looked up): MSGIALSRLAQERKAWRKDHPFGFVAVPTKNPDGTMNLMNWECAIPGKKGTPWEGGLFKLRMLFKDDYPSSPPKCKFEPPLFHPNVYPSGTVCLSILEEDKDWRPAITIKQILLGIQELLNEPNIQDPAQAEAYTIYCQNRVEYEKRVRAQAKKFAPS
IDE act: activators of human insulin-degrading enzyme in cells; P14735; HEK cells, FAbeta-B cleavage, fluorescence polarization; 0% vehicle, 100% cell-free pure enzyme wells; activation, % at 5.96 µM; 0.073% of 340,000 active; AID 493087;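 active = activation above the mean of all tested compounds plus 3 SD, set per screening campaign, cut at about 17% in these data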
p-CIP stab down: compounds decreasing mouse p/CIP protein stability; F442A p/CIP-EGFP cells, EGFP fluorescence, 16 h; AID 1984; 0.01% of 290,000 active; Q05BA5; decrease of EGFP signal, % at 10 µM;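 active = EGFP signal decrease of at least 30% at 10 µM or well 3 SD below plate mean, unless failing retest; inactive = the rest, including hits failing retest or dose response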; also: some compounds called inactive have numbers as strong as hits; many of its hits are not listed in these tables
IDE cell inh: inhibits human insulin-degrading enzyme in HEK cells | FAbetaB cleavage, fluorescence polarization | inhibition, % at 5.59 µM | 0.41% of 320,000 active | P14735 | AID 434962;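 active = percent inhibition above the average of all tested compounds plus 3 SD, set per screening campaign, cut at about 16% in these data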;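 also: IDE supplied by intact live HEK cells; FP after avidin binding of uncleaved biotin substrate so inhibition keeps polarization high; 0% = DMSO wells and 100% = 60 µM reference IDE inhibitor Ii1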
An asterisk follows results filed as active; . = not tested or not shown.

SMILES	HCV NS3 hel inh	IMP-1 inh	GalR3 antagonist	VIM-2 inhibitor	CRFBP-R2 block	UBC9 SUMO inh	IDE act	p-CIP stab down	IDE cell inh
Cc1c(NC(=O)CSc2nccn2C)c(=O)n(-c2ccccc2)n1C	-2	-5.5	-6	1.2	-1	6	7	-4	-3
COc1cccc(/C=N\NC(=O)C2C(=O)NCC2c2ccccc2)c1O (centres undefined)	-1	-2.2	-2	-8.4	-10	10	-1	1	3
COCCCn1c(SCC(N)=O)nnc1-c1ccccc1	5	-4.0	-4	-2.0	22	21	4	2	-1
Cc1cc(C)n2nc(C(=O)Nc3ccc(S(=O)(=O)N4CCCC4)cc3)nc2n1	-9	-1.7	1	0.0	3	-7	-4	-1	5
Cc1ccc(CNC(=O)C2CCCN(C(=O)N(C)C)C2)cc1 (centres undefined)	5	-1.2	-3	-3.3	-11	10	6	-16	-4
CCCCN1C(=O)C(=O)N(CC(=O)NC2CCCc3ccccc32)C1=O (centres undefined)	-8	-1.6	-4	-0.2	2	6	5	6	-1
COc1cccc2cc(CC(=O)c3ccccc3)c(=O)oc12	8	-1.8	-12	1.3	1	2	3	-5	1
COc1ccc(C[C@H]2CN3C(=NC[C@H]3Cc3ccccc3)N2CCNC(=O)c2ccc(C)c(Br)c2)cc1	.	.	.	.	-5	-41	13	6	-3
COc1ccccc1-c1noc(CCCC(=O)NC2CCCC2)n1	5	0.8	-8	-0.5	-3	9	2	-4	-4
COc1ccc(CC(=O)NC2=NCCS2)cc1	2	-2.9	-3	-1.1	0	-3	5	0	4
Cc1ccc(-c2ccc(CCC(=O)O)n2CC2CCCO2)cc1 (centres undefined)	15	-0.9	-4	-0.5	-11	5	-5	-8	-1
O=C(CCNS(=O)(=O)c1ccc(Br)s1)NCc1ccccc1Cl	-16	-1.6	-5	-0.9	-18	-5	3	6	4
CC(C)Oc1ccc(/C(O)=C2/C(=O)C(=O)N(CCN(C)C)C2c2cccs2)cc1 (centres undefined)	-2	-1.8	1	0.9	7	1	2	1	0
CCCCCOc1ccc(/C=N/NC(=O)c2nnn(-c3nonc3N)c2CN2CCCCCC2)cc1	.	.	-1	.	8	.	3	.	-2
O=C(NC1CCCC1)C(c1ccco1)N(Cc1ccccc1)C(=O)c1csnn1 (centres undefined)	12	-2.8	-5	-2.1	4	-7	2	0	1
COc1ccc(C2CC(=O)C(C=NCCN3CCN(C(=S)Nc4ccccc4)CC3)=C(O)C2)cc1OC (centres undefined)	0	-1.9	-1	-4.1	10	12	.	0	0
O=C1CC(c2ccc(F)cc2)Sc2nc(C34CC5CC(CC(C5)C3)C4)nn21 (centres undefined)	19	-3.6	-5	-1.9	-73	12	-3	-5	-6
COc1ccc(Cl)cc1NC(=S)NCc1cccs1	1	-2.2	-4	0.3	-6	11	6	6	6
CC(=O)N1N=C(c2ccc(C)c([N+](=O)[O-])c2)OC1(C)C	-8	-4.1	-3	-1.8	-4	-10	2	-5	-5
NC(=O)c1nsc(C(=O)N(c2cccc(F)c2)C(C(=O)NC2CCCC2)c2ccc(O)cc2)c1N (centres undefined)	-13	-2.6	-10	-7.7	16	1	3	-9	7
O=C(Nc1cccnc1)c1cccc(S(=O)(=O)Nc2cccc(Cl)c2)c1	.	.	-3	.	-6	.	2	.	-3
Cc1cccc(C)c1OCc1cc(C(=O)N2CCN(Cc3nccn3C)CC2)no1	-3	-3.2	-3	-2.2	-7	4	-7	2	4
Cc1ccc(C(=O)NNc2cc(N3CCCC3)nc(N3CCCC3)n2)cc1	-89	-1.9	.	-0.6	30	45	.	7	0
CCOc1cc(-c2nc(C)c(C(C)=O)n2O)ccc1OCC(=O)Nc1ccccc1	-2	-1.4	2	-1.4	-7	9	0	5	-1
C[C@H](CO)N1C[C@H](C)[C@@H](CN(C)C(=O)Nc2ccc3c(c2)OCO3)Oc2ccc(NC(=O)Nc3ccc(C(F)(F)F)cc3)cc2C1=O	.	.	-2	.	3	.	0	.	6
O=C(Cn1c(C(F)(F)F)nc2ccccc21)c1ccc(Br)cc1	-1	-2.4	-1	-1.0	-8	-11	2	-5	-1
CCOc1ccc(Nc2c3c(nc4ncnn24)CC(C)CC3)cc1 (centres undefined)	-6	-3.1	-1	-2.9	-12	-4	5	1	2
Cc1ccc(-n2c(SCC(=O)NCCN3C(=O)CSC3=O)nnc2-c2cccc(C)c2)cc1	1	-3.0	5	-3.5	1	6	7	-2	-1
CCc1nn2c(=O)cc(CSCC(=O)Nc3ccccc3Cl)nc2s1	-3	-1.8	.	-0.9	-22	-2	7	2	-1
CS(=O)(=O)N1CCCC(C(=O)NCCCN2CCC(Cc3ccccc3)CC2)C1 (centres undefined)	3	-1.8	-7	-4.6	-23	-8	-4	1	-7
COc1ccc(CNCC(O)(c2ccc(F)cc2)c2ccc(F)cc2)cc1OC	-6	-3.6	-14	-0.9	-6	-1	-2	-12	2
Oc1ccc(CN2CCCc3ccccc32)c2cccnc12	-5	-3.2	.	-0.1	11	-45	4	5	1
Fc1ccc(C2Nc3cccc4cccc(c34)N2)cc1	45*	1.3	-7	1.5	-3	-12	0	-9	1
COc1ccc([C@H]2CC(=O)C=C(c3cc(Cl)cc(Cl)c3)C2)cc1	.	.	-5	.	-40	.	2	.	-3
O=C(CSc1nc2ccccc2s1)N1CCOCC1	6	-3.0	-3	-3.7	-8	11	4	-9	7
O=C(NCc1ccc2c(c1)OCO2)c1n[nH]c(=O)c2ccccc12	0	-2.5	-2	-0.9	-2	14	9	4	4
Cc1ccc(NC(=O)CCCC(=O)O)c(-c2nc3ccccc3[nH]c2=O)c1	-9	-1.9	-5	-0.5	7	23	3	2	-4
COc1cccc(CNc2ccc(Br)cn2)c1O	-3	-2.3	-3	-2.1	-44	-9	0	1	-2
CN(CC(=O)Nc1ccc(N2CCOCC2)cc1)C(=O)CSc1ccc(Br)cc1	10	-0.1	2	-0.6	2	12	3	-6	0
Cn1c(=NC(=O)CS(=O)(=O)c2ccc(F)cc2)sc2ccccc21	.	.	-2	.	1	.	3	.	-4
CCO[C@@H]1OC(C(=O)NCc2ccccc2)=C[C@H](c2ccc(Br)cc2)[C@H]1CCCO	-19	0.0	-5	1.9	10	-13	2	3	2
O=C(Nc1ccncc1)c1cc2ccccc2cc1O	.	.	-2	.	13	.	0	.	2
Cc1ccc2nc(-c3ccccc3)oc(=O)c2c1	-2	-0.8	-8	1.8	-7	-1	2	-4	3
CC(C)Sc1nc(NCc2ccco2)c2c3c(sc2n1)COC(C)(C)C3	24	-3.2	-5	-4.4	11	13	-2	-29	3
Cc1ccc2oc(=O)c(/C=C(\O)C(C)(C)C)nc2c1	17	-1.1	-8	0.5	5	4	0	6	5
Cc1onc(-c2c(F)cccc2Cl)c1C(=O)OCC(=O)c1c(N)n(C)c(=O)n(C)c1=O	-2	-1.2	7	-1.9	-2	12	-2	0	1
CC(=O)N1CCN(S(=O)(=O)c2c(C)n(C)c(=O)n(C)c2=O)CC1	3	2.8	3	1.3	4	13	-2	-1	-1
Cc1cc2nc(/N=C(\N)NC(=O)C(C)C)nc(C)c2cc1C	-2	-2.8	-4	-0.3	-7	8	-5	-12	9
Cc1ccccc1C(=O)OC1CCCN(C)C1 (centres undefined)	2	-4.7	-9	-2.7	0	10	-8	-6	-2
CC1=NN(c2ccccc2)C(=O)/C1=C\N1CC(C)OC(C)C1 (centres undefined)	-3	-0.2	-7	0.1	-38	8	6	3	7
O=C(N/N=C/c1ccc(OCCCF)cc1)c1ccc(C(F)(F)F)cc1	4	-1.6	-5	-0.7	9	4	-2	-10	4
Cn1c(=O)oc2cc(S(=O)(=O)Nc3ccc(Cl)cc3)ccc21	0	0.0	-7	-1.7	-11	-2	-2	4	-2
O=C(NNS(=O)(=O)c1ccccc1)c1cnn(-c2ccc(Cl)cc2)c1C(F)(F)F	-4	-2.8	-5	-0.9	-1	9	7	-22	4
Cc1cccc(N2CCN(C(=O)c3ccc(CNc4c(N5CCC(C)CC5)c(=O)c4=O)cc3)CC2C)c1 (centres undefined)	1	-2.9	0	-2.7	4	6	4	10	4
CCOC(=O)c1nc(N)c(=O)n(-c2ccccc2)n1	0	-0.1	-5	-1.5	5	25	2	-8	-1
Cc1nc2ccccc2n1/C(=N/S(=O)(=O)c1ccc(Br)cc1)c1ccccc1	-1	-1.7	.	0.7	.	-2	.	-5	3
Cc1cc(C)c2c(NC(=O)C3CC3)nn(C)c2n1	3	-1.1	-1	-0.7	4	14	1	-4	1
COCCNC(=O)c1c[nH]c2ccc(S(=O)(=O)N3CCC4(CC3)OCCO4)cc2c1=O	-3	-5.6	-2	-2.5	11	-2	6	-4	.
CCOc1ccc(-n2c(C)nc3c(cnn3-c3ccc(Cl)cc3)c2=O)cc1	2	-2.2	-4	-0.5	1	-2	-3	-3	.
CC(=O)Cn1c(=O)oc2ccccc21	3	-1.1	-4	-2.5	-8	1	-2	-8	4

Following part.
SMILES	HCV NS3 hel inh	IMP-1 inh	GalR3 antagonist	VIM-2 inhibitor	CRFBP-R2 block	UBC9 SUMO inh	IDE act	p-CIP stab down	IDE cell inh
CC(C)CN(C(=O)COc1ccc(-c2nnco2)cc1)C1CCS(=O)(=O)C1 (centres undefined)	9	-2.5	1	0.0	-30	5	-1	-11	1
COc1ccc(/C=C2/CCc3ccccc3C2=O)cc1CN1CCOCC1	-26	-0.3	-10	-0.2	-13	6	4	-13	2
CCOC(=O)c1ccc(NC(=O)NCc2ccc(OC)cc2)cc1	-10	-1.0	0	0.7	-4	1	-2	-5	9
O=C(Cc1cccc(F)c1)Nc1ccc2c(c1)CCC2	3	-2.7	-7	-1.7	3	-16	5	5	1
CC(=O)N1N=C(c2ccc(Cl)cc2)OC1(C)C	10	-1.2	-6	-3.7	12	-12	-3	3	2
COc1ccc(C2C(C(C)=O)=C(O)C(=O)N2Cc2cccnc2)cc1 (centres undefined)	-5	-2.9	-3	0.7	17	28	1	-3	3
C=CCOc1ccc(C2C3=C(CCCC3=O)N(CC(=O)O)C3=C2C(=O)CCC3)cc1OCC	1	-1.3	-8	-2.0	-4	26	2	-12	-5
COc1ccc(CN=C2NC(=O)CC(C(=O)Nc3ccc([N+](=O)[O-])cc3C)S2)cc1 (centres undefined)	-12	-3.1	-4	0.3	-1	-5	0	0	.

Shown as labelled records: entries from further up.
smiles: C=CCOc1ccc(C2C3=C(CCCC3=O)N(CC(=O)O)C3=C2C(=O)CCC3)cc1OCC
  HCV NS3 hel inh: 1 | IMP-1 inh: -1.3 | GalR3 antagonist: -8 | VIM-2 inhibitor: -2.0 | CRFBP-R2 block: -4 | UBC9 SUMO inh: 26 | IDE act: 2 | p-CIP stab down: -12 | IDE cell inh: -5

smiles: CC(C)CN(C(=O)COc1ccc(-c2nnco2)cc1)C1CCS(=O)(=O)C1 (centres undefined)
  HCV NS3 hel inh: 9 | IMP-1 inh: -2.5 | GalR3 antagonist: 1 | VIM-2 inhibitor: 0.0 | CRFBP-R2 block: -30 | UBC9 SUMO inh: 5 | IDE act: -1 | p-CIP stab down: -11 | IDE cell inh: 1
